K1F lysis inhibition = inhibition of K1F phage lysis, E. coli UTI89, bacterial capsule biogenesis inhibitors, alamar blue (AID 488966); E. coli UTI89 K1F phage lysis, alamar blue, 2 h; higher % means a stronger effect; actives 0.02% (n = 340,000); one-dose inhibition, % at 100 µM; IC50 in µM for titrated hits;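 active = phage lysis inhibition, versus mean bacterial control, above a set limit; inconclusive = no clear call, values can overlap the other calls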;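 note: capsule biogenesis inhibitors block K1F phage lysis so surviving cells raise fluorescence; higher fluorescence means more inhibition of phage lysis; actives were called in the ten point dose series up to 300 µM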
PMI inhibition = human PMI inhibitors, high substrate, primary screen, biochemical, fluorescence intensity, high mannose 6-phosphate (AID 1220); Mannose-6-phosphate isomerase (Homo sapiens); recombinant PMI enzyme, coupled fluorescence intensity; higher % means a stronger effect; one-dose inhibition, % at 20 µM; IC50 in µM for titrated hits; actives 0.66% (n = 190,000)
Myeloid diff MLP = induction of myeloid progenitor differentiation, primary screen, cell-based, flow cytometry, MLPCN library | ER-HoxA9 myeloid progenitors, lysozyme-GFP differentiation | calls only at 10 µM | actives 1% (n = 360,000) | AID 624256, 2012;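 active = normalized GFP-positive differentiation at or above the plate's own cutoff, the solvent-only control mean plus 3 SD; inconclusive = no clear call, values can overlap the other calls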;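 note: cells exposed to compound for four days before flow analysis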
TNAP activators = human TNAP enzyme activators, primary screen, biochemical, luminescent, no phosphate acceptor, uHTS (AID 1001). Alkaline phosphatase, tissue-nonspecific isozyme (Homo sapiens). purified TNAP, luminescent activation assay, no phosphate acceptor; higher activation fold means a stronger effect. one-dose activation fold at 20 µM; EC50 in µM for titrated hits. actives 0.03% (n = 200,000); in the data active = activation fold from about 3, or a potency from the dose series; inactive = the rest, 99 in 100 with activation fold below about 1.6; note: many of its hits are not listed in these tables
WT yeast gro inh = growth inhibition of WT strain, primary screen, mitochondrial fusion inhibitor project, WT and mutant strains, chemical genetic | mitochondrial fusion phenotypic screen | inhibition, % at 10 µM | actives 2.1% (n = 190,000); in the data active = inhibition above about 58%; tested in S. cerevisiae
Lipid droplet = inhibitors of hepatocyte lipid droplet formation, primary screen, imaging, high-throughput imaging, BODIPY stain | AID 1656, 2009 | AML12 mouse hepatocytes, oleate lipid droplets | inhibition, % at 6.5 µM | actives 0.4% (n = 240,000);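 active = lipid droplet intensity inhibited by at least 50%, with more than 500 cells counted; inconclusive = wells with under 300 cells, treated as cytotoxic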
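Test system: AML12 hepatocytes (mouse); reagent: oleate loading, 100 µM; dosing: one dose, 6.5 µM compound; incubation: overnight exposure; signal: fluorescence imaging, 20x objective, two fields per well; read-out basis: % inhibition of corrected integrated BODIPY droplet signal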
human PMI inhibition = inhibitors of human PMI, primary screen, biochemical, fluorescence intensity, coupled assay (AID 1209) | actives 0.42% (n = 190,000) | Mannose-6-phosphate isomerase (Homo sapiens) | purified PMI enzyme, coupled fluorescence intensity; higher % means a stronger effect | one-dose inhibition, % at 20 µM; IC50 in µM for titrated hits;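 note: plate controls were DMSO vehicle for no effect and wells lacking substrate for full effect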
ER stress rescue = rescue of cells from ER stress-induced death, primary screen, 384-well, CSM14.1, thapsigargin, ATP luminescence (AID 1222); CSM14.1 thapsigargin-induced death rescue, ATP luminescence; higher % means a stronger effect; cellular ATP content (survival), % at 20 µM, or EC50 in µM where a hit was titrated; 190,000 tested, under 10 active;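 active = EC50 below 50 µM in the dose-response confirmation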;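 note: death triggered by thapsigargin at about 15 µM added after 2 h compound pretreatment; cell ATP read after overnight thapsigargin exposure of roughly 18 to 22 hours; normalized against plate controls of thapsigargin alone and 5% DMSO vehicle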
P. falciparum M1AAP = P. falciparum M1AAP inhibitors, biochemical, fluorogenic H-Leu-NHMec substrate, 1536-well (AID 1445); Aminopeptidase N (Plasmodium falciparum (isolate 3D7)); recombinant M1AAP, H-Leu-NHMec fluorogenic kinetic assay; higher % means a stronger effect; inhibition, % at 30 µM; hits with a dose series show IC50 in µM; actives 0.42% (n = 220,000);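 active = primary inhibition above the hit cutoff, then over 50% inhibition at one or more dose response concentrations, cut at about 23% in these data, passing the limit was not always enough; inconclusive = conflicting primary data, or primary hits not chosen for dose response; inactive = low primary inhibition, or under 50% at every dose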;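 note: plate controls were DMSO full reaction for no effect and no enzyme background for full effect; strong numbers were not always called active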
WT yeast gro inh mutant strain = recorded beside WT yeast gro inh, whose call it bears; inhibition, %; mitochondrial fusion phenotypic screen, mutant strain inhibition
Lipid droplet cells 6.5 µM = recorded beside Lipid droplet, whose call it bears; cell count; measured here: cell count, cytotoxicity flag;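 cells counted across two imaged fields per well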
Myeloid diff MLP GFP+ MAC1+ % = recorded beside Myeloid diff MLP, whose call it bears; GFP+ MAC1+ double positive, %; measured here: differentiation confirmed by MAC1 staining
* = called active by the depositor; i = inactive; ? = inconclusive; · = no result given; + = active, no number; [ ] = remark or other dose. Cut-off read from the data, not from the text of the source, unless noted: active = inhibition above about 50%; inactive = the rest.

Every second line gives: WT yeast gro inh	human PMI inhibition	P. falciparum M1AAP	WT yeast gro inh mutant strain	ER stress rescue	Myeloid diff MLP	Lipid droplet cells 6.5 µM	PMI inhibition	K1F lysis inhibition	Lipid droplet	Myeloid diff MLP GFP+ MAC1+ %	TNAP activators
- CCOc1ccccc1N1C(=O)NC(=O)C(CCc2ccncc2)(CCc2ccncc2)C1=O
 : -6	-13%	6%	-11	-0.6%	i	743	-15%	1.9%	38	1.1	1.1
- COC(=O)C(O)(c1ccc(N(C)S(=O)(=O)c2ccccc2)cc1)C(F)(F)F (configuration not stated)
 : -6	2%	5%	-9	1.1%	i	·	5%	-1.5%	·	0.8	1.1
- COC(=O)c1c(C)n(Cc2ccc3c(c2)OCO3)c2ccc(O)cc12
 : 14	18%	6%	-6	-3.2%	i	609	16%	5.7%	11	4.3	1.1
- COc1ccc(CCNCc2cccc(C(F)(F)F)c2)cc1OC
 : -2	-2%	10%	-3	-2.4%	i	667	0%	-0.5%	-7	0.0	1.1
- CC1=CC(=C2C(=O)NC(=O)NC2=O)C=C(C(F)(F)F)N1Cc1ccccc1
 : 4	-5%	11%	-3	-2.0%	i	705	-5%	0.2%	-43	0.2	1.1
- OC(CNC1CCCCCCC1)c1ccccc1 (configuration not stated)
 : -1	2%	-1%	7	-1.8%	·	680	-5%	·	13	·	1.1
- COc1cc(/C=C2/C(=O)NC(=O)N(c3ccc(C)cc3)C2=O)cc(OC)c1OC
 : ·	·	0%	·	·	i	700	·	-2.7%	-1	0.9	·
- O=C1NC(=O)N(Cc2ccccc2Cl)C(=O)/C1=C/c1cccs1
 : 0	0%	?	-4	0.1%	i	754	-1%	1.9%	13	0.6	1.2
- CCC(=NCCN1CCOCC1)c1c(O)n(C2CCCCC2)c(=O)[nH]c1=O
 : ·	·	7%	·	·	i	775	·	0.6%	19	0.4	·
- NC1C2CN3CCN(C2)CC1(c1ccccc1)C3 (configuration not stated)
 : ·	·	0%	·	·	i	689	·	0.0%	-2	0.5	·
- CC1CCCN(C(=O)c2ccc(N3CC4CC(C3)c3cccc(=O)n3C4)c([N+](=O)[O-])c2)C1 (configuration not stated)
 : -13	13%	0%	2	-2.7%	i	681	7%	1.8%[50 µM]	-3	0.3	0.9
- Nc1ccc(Cl)cc1C(=O)c1ccccc1Cl
 : 11	5%	12%	-13	-0.2%	i	598	5%	-3.9%	10	0.4	1.2
- Cc1ccc(C2N(c3ccccn3)C(=O)C3CCCN32)o1 (configuration not stated)
 : 10	2%	-3%	7	0.4%	i	704	8%	0.1%	0	0.9	1.2
- COc1ccccc1CCNC1CCCC(C)C1 (configuration not stated)
 : -6	-1%	7%	-23	18%	i	659	-10%	7.0%	38	1.0	1.1
- C=CCn1c(O)c(C(C)=NC(C)c2ccccc2)c(=O)[nH]c1=O (configuration not stated)
 : ·	·	-5%	·	·	i	768	·	7.6%	0	0.3	·
- Cc1ccccc1C1=NCC(=S)Nc2ccc(Cl)cc21
 : 7	6%	2%	1	-2.8%	i	748	4%	0.8%	-19	1.2	1
- CN(C)c1ccc(/C=C/[N+](=O)[O-])cc1
 : -3	-13%	11%	7	-3.1%	i	618	-15%	-5.3%	-9	0.9	0.8
- CC(C)C1(C)N=C(c2ncccc2C(=O)O)NC1=O (configuration not stated)
 : 7	7%	9%	11	-0.3%	i	805	-5%	5.3%	9	1.7	1
- O=C1Nc2ccccc2/C1=C/c1cnc[nH]1
 : -12	0%	22%	52	5.7%	?	·	-8%	-0.1%	·	·	1.1
- CC(Cc1ccccc1Sc1ccccc1O)N(C)C (configuration not stated)
 : 7	-6%	2%	-4	-1.2%	i	797	-10%	-0.1%	-9	1.3	0.8
- CC#CP(=O)(OC)C(O)(CF)c1ccccc1 (configuration not stated)
 : -6	-20%	-1%	-8	-1.8%	i	650	-19%	0.1%	-10	1.2	1.1
- Cc1cccc(-n2c(-c3ccco3)nc3ccccc3c2=O)c1C
 : 4	1%	12%	-4	-1.2%	i	655	3%	-0.1%	-20	0.1	1
- COc1ccc(CN2C(=O)NC(=O)/C(=C/c3cc(OC)c(OC)c(OC)c3)C2=O)cc1
 : ·	·	8%	·	·	i	737	·	0.9%	18	0.5	·
- CCOC(=O)C1(c2ccccc2)CCN(Cc2cccc(C(=O)O)c2)CC1
 : -7	-12%	-2%	0	1.8%	i	·	-9%	2.4%	·	1.8	1.1
- c1ccc(C(OCCN2CCNCC2)c2ccccc2)cc1
 : ·	-2%	-5%	·	2.7%	i	732	-16%	2.8%	3	0.3	1.1
- Cc1cc(C)nc(NS(=O)(=O)c2ccc(N=Cc3c(O)n(C)c(=O)n(C)c3=O)cc2)n1
 : -1	-42%	9%	8	0.9%	i	710	-26%	·	1	0.4	1.1
- Cc1nn(Cc2ccccc2Cl)c(Cl)c1C(=O)O
 : -22	-6%	9%	14	-0.2%	i	704	-3%	0.0%	-4	0.5	1
- CNCCc1ccc(OC)c(OC)c1
 : ·	·	-5%	·	·	i	629	·	4.2%	-14	2.3	·
- COc1cc2c(cc1OC)-c1c(OC)c(OC)cc3c1[C@H](C2)[N+](C)(C)CC3
 : -8	3%	4%	0	-5.2%	i	725	6%	-0.2%	18	2.1	1.1
- COc1ccc(NC(=O)c2cn(CCC#N)nc2-c2ccc([N+](=O)[O-])cc2)cc1
 : 1	-10%	-1%	-23	1.0%	i	724	-11%	0.3%	4	0.1	0.9
- C=CCn1c(O)c(C(CC)=Nc2ccc(C(=O)O)cc2)c(=O)[nH]c1=O
 : ·	·	0%	·	·	i	719	·	0.3%	-1	0.0	·
- CSc1ncc(/C=C2/C(=O)NC(=O)N(c3ccc(C(C)C)cc3)C2=O)cn1
 : -11	-11%	10%	13	-1.5%	i	684	-24%	-2.1%	-10	0.1	1
- Oc1cc2c(cc1O)[C@H]1c3ccccc3CN[C@@H]1CC2
 : -4	48%	-1%	16	-4.7%	·	737	19%	·	1	·	0.1
- C[N+](C)(C)Cc1ccccc1
 : 13	-1%	-2%	-4	-1.2%	i	692	-1%	3.2%	44	0.7	1.1
- O=c1[nH]c(O)c(/C=C2/C=CC(c3cc(Cl)ccc3Cl)=N2)c(=O)[nH]1
 : ·	·	4%	·	·	+	665	·	-0.1%	0	0.9*	·
- O=C1CN(C(=O)CN2CCCCC2)C(c2ccccc2)c2cc(Br)ccc2N1 (configuration not stated)
 : 16	11%	1%	12	·	i	654	11%	-0.2%	-9	0.9	1.1
- C(=N\NC1=NCCCCC1)/c1c[nH]c2ccccc12
 : ·	·	-3%	·	·	i	661	·	1.1%	19	0.4	·
- CCOC(=O)c1nc2ccccc2c(=O)n1-c1cccc(C)c1
 : 9	-4%	0%	-37	-2.6%	i	812	-24%	0.3%	-6	1.5	1.1
- CCCCCc1nc2ccccc2c(=O)n1-c1ccccc1[N+](=O)[O-]
 : 34	12%	0%	9	-3.2%	i	626	12%	1.2%	10	0.1	1
- Cc1ncc(CN2CCCC(C(=O)c3cccc(Cl)c3)C2)s1 (configuration not stated)
 : 0	8%	0%	26	1.4%	i	617	8%	0.0%	-1	0.3	1.1
- CCN(CC)CCNCC(=O)Nc1ccc(Cl)cc1C(=O)c1ccccc1
 : 10	11%	-4%	2	-1.0%	i	810	-5%	2.0%	-2	0.7	1
- COc1cccc(O)c1CN1CCCC(C(=O)c2sccc2C)C1 (configuration not stated)
 : -3	0%	3%	0	-1.1%	i	666	-4%	-0.2%	0	0.3	1
- COc1ccc(/C=C/C(=O)c2c(O)n(CCC3=CCCCC3)c(=O)[nH]c2=O)cc1OC
 : ·	·	4%	·	·	i	676	·	-0.1%	3	2.4	·
- O=C1NC(=S)NC(=O)C1=Cc1cccn1-c1ccc(O)cc1
 : -12	-4%	10%	-4	-1.5%	i	670	0%	-1.4%	-6	0.0	0.6
- CN1CCN(c2ccc([N+](=O)[O-])c(NCC3CCCO3)c2)CC1 (configuration not stated)
 : 0	7%	12%	3	-1.2%	i	493	-6%	1.8%[50 µM]	-6	0.2	0.9
- CCC(=O)N1CC(=O)Nc2ccc(F)cc2C1c1ccccc1 (configuration not stated)
 : 10	6%	0%	0	-0.8%	i	·	12%	0.3%	·	1.5	1.1
- COc1ccc(CCNC(=O)c2c(N)n(CCN3CCOCC3)c3nc4ccccc4nc23)cc1
 : 8	3%	8%	3	·	i	695	-11%	-0.8%	-1	0.3	1
- C[C@@]1(CO)[C@H](O)CC[C@@]2(C)[C@H]1CC[C@H]1C[C@@H]3C[C@@]12CC[C@]3(O)CO
 : -24	-7%	-1%	-25	0.2%	·	398	-12%	·	-44	·	1.1
- C=C(C=O)CC1CC(O)[C@]2(C)OC3CC4OC5C[C@]6(C)O[C@]7(C)CCC8OC9C[C@]%10(C)OC%11C(C)=CC(=O)OC%11CC%10OC9C[C@@H](C)C8OC7CC6O[C@]5(C)CC5OC5C4OC3CC2O1 (some centres not stated)
 : 82*	18%	7%	77*	-1.8%	?	·	19%	0.2%	?	·	1.1
- C=CCn1c(O)c(C(CC)=Nc2cc(OC)ccc2OC)c(=O)[nH]c1=O
 : 2	24%	18%	-5	-2.8%	i	810	56%*	0.3%	-3	0.7	1
- Clc1ccccc1Nc1ncnc(-n2cccc2)n1
 : 34	-2%	7%	17	-1.2%	i	·	-6%	-0.2%	·	1.8	1
- O=C(COC(=O)c1cccc(O)c1)Nc1ccc(Cl)cc1C(=O)c1ccccc1
 : 44	24%	7%	14	-1.7%	i	310	26%	0.0%	-4	0.1	1.1
- CCc1ccc(CNCCc2ccc(F)cc2)cc1
 : 4	-12%	1%	4	-2.0%	i	680	-18%	5.2%	-64	0.6	1.1
- c1cncc(CNCCc2c[nH]c3ccccc23)c1
 : 7	-25%	5%	12	0.5%	i	777	-21%	0.5%	7	0.4	1.1
- CCCCCCn1c(O)c(C=Nc2c(C)n(C)n(-c3ccccc3)c2=O)c(=O)[nH]c1=O
 : 0	4%	3%	-1	1.6%	i	768	1%	0.8%	2	0.9	1
- CCC(=NCCc1ccccc1)c1c(O)n(C2CCCCC2)c(=O)[nH]c1=O
 : 35	13%	1%	19	0.8%	i	868	4%	0.7%	0	0.3	1

These rows are one share of the data; count on the stated rates, not on these rows.
